Source: PubChem
RSV CPE inhibition: inhibition of RSV-induced cytopathic effect – HEp-2 cells, primary 10 µM value included (AID 2391); 310,000 tested, 0.13% active; one-dose CPE inhibition, % at 10 µM; IC50 in µM for titrated hits; HEp-2 cells, RSV-induced CPE inhibition; higher % means a stronger effect; in the data active = a potency from the dose series; inconclusive = CPE inhibition mostly from about 23% at the one dose, without a potency; inactive = the rest, 99 in 100 with CPE inhibition below about 21%; note: strong numbers were not always called active
MgcRacGAP inhibition: MgcRacGAP GTPase-activating activity inhibitors, confirmation, biochemical, ADP Hunter fluorescence | 340,000 tested, 0.6% active | one-dose inhibition, % at 30 µM; IC50 in µM for titrated hits | MgcRacGAP-stimulated Rac1 GTP hydrolysis, ADP Hunter fluorescence; higher % means a stronger effect; GST-tagged Rac1 F28L mutant substrate | AID 624330;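 active = first-screen hits whose inhibition reached a set limit at any dose in the follow-up dose series; inconclusive = inhibition above the set first-screen limit but never retested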;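 note: fluorescence reports GDP produced by GAP-driven GTP hydrolysis; strong numbers were not always called active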
LYP phosphatase: PTPN22 lymphoid phosphatase activity blockers – biochemical, fluorescence intensity, uHTS (AID 1779); recombinant LYP phosphatase, fluorescence intensity; higher % means a stronger effect; one-dose inhibition, % at 11.5 µM; IC50 in µM for titrated hits; 290,000 tested, 0.054% active; in the data active = inhibition above about 50%;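 note: plate controls were vehicle with enzyme for no effect and no enzyme for full effect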
XIAP displacement: small molecules displacing peptide from XIAP – biochemical, IAP family, fluorescence polarization (AID 1018) | XIAP BIR domain, fluorescence polarization peptide displacement; higher % means a stronger effect | displacement, % at 20 µM; hits with a dose series show IC50 in µM | 200,000 tested, 0.007% active; in the data active = displacement above about 50%; note: a part of the inactive calls stands beside numbers as strong as those of hits
Siah-1 displacement: blockers of Siah-1 interaction with plectin peptide – biochemical, fluorescence polarization, rhodamine-plectin, uHTS, primary screen (AID 1817) | Siah-1 / rhodamine-plectin peptide fluorescence polarization; higher % means a stronger effect | one-dose displacement, % at 20 µM; IC50 in µM for titrated hits | 290,000 tested, 0.02% active;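 active = displacement of at least 50% at 20 µM, with a fluorescence ratio check between 0.3 and a set limit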;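 note: plate controls were Siah plus tracer with DMSO for no effect and tracer alone without Siah for full effect; strong numbers were not always called active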
NS5 inhibitors: flavivirus cap methylation enzyme inhibition – biochemical, confirmation dose response, primary screen (AID 588689); Dengue-2 NS5 methyltransferase capping enzyme assay, biochemical; higher % means a stronger effect; inhibition, % at 25 µM, or IC50 in µM where a hit was titrated; 340,000 tested, 0.3% active; in the data active = a potency from the dose series; inconclusive = inhibition above about 29% without an active follow-up result
HIV fusion peptide: cell-free HIV fusion peptide-binding blockers – biochemical, uHTS, fluorescence dequenching, primary screen (AID 1986) | 290,000 tested, 0.3% active | one-dose inhibition, % at 20 µM; IC50 in µM for titrated hits | cell-free peptide binding, fluorescence dequenching, 30 min; higher % means a stronger effect; in the data active = inhibition mostly above about 52%, no sharp cut-off; inactive = mostly below about 76%; note: some results filed as inactive read as strong as hits
SV40 large T antigen: TAg ATPase/helicase activity blockers – biochemical (AID 1903) | SV40 large T antigen ATPase/helicase inhibition assay; higher % means a stronger effect | inhibition, % at 20 µM, or IC50 in µM where a hit was titrated | 310,000 tested, 0.39% active; in the data active = a potency from the dose series; inconclusive = inhibition mostly from about 32% at the one dose, without a potency; inactive = the rest, 99 in 100 with inhibition below about 32%; note: strong numbers were not always called active
AID2073: disruptors of CaV2.2 binding to Mint1 – biochemical, HTRF (AID 2073). HTRF protein-protein interaction, Mint1-CaV2.2; higher % means a stronger effect. one-dose inhibition, % at 20 µM; IC50 in µM for titrated hits. 290,000 tested, 0.19% active; in the data active = inhibition mostly above about 51%, no sharp cut-off; inconclusive = no clear call, values can overlap the other calls; inactive = mostly below about 53%; note: some results filed as inactive read as strong as hits
NS5 inhibitors pilot replicate: recorded beside NS5 inhibitors, whose call it bears; inhibition, %; measured here: pilot screen replicate inhibition
An asterisk follows results filed as active; u = inconclusive; x = no result given.

SMILES | RSV CPE inhibition | MgcRacGAP inhibition | LYP phosphatase | XIAP displacement | Siah-1 displacement | NS5 inhibitors | HIV fusion peptide | SV40 large T antigen | AID2073 | others
CCC(C)NC(=O)c1n[nH]c(=O)c2ccccc12 (stereo not drawn) | 1.0% | 8% | x | x | x | -3% | x | 13% | x
Cn1cc(/C=N/NC(=O)COc2ccccc2[N+](=O)[O-])c2ccccc21 | 2.2% | 3% | 6% | -5.0% | 14% | 3% | -0.9% | 5% | 0%
CC(Cc1ccccn1)NC(=O)CCc1nnc(C2CCCCC2)o1 (stereo not drawn) | -0.5% | 4% | -9% | -2.2% | -3% | 3% | 2.1% | 6% | -7%
COC1(C)CC2C(CC1OC(=O)c1cc([N+](=O)[O-])cc([N+](=O)[O-])c1)C2(C)C (stereo not drawn) | 3.6% | 6% | 4% | -7.0% | 2% | 0% | -2.2% | 3% | 1%
O=C(Cn1nc(CNc2ccc(Cl)cc2)[n+]2c1CCCCC2)c1ccc(Br)cc1 | -0.1% | 4% | -9% | -13% | 1% | -8% | -0.9% | 3% | 10%
CCn1c(SCC(=O)Nc2cc(C)ccc2C)nc2c(c1=O)SC(C)C2 (stereo not drawn) | 3.0% | 13% | -7% | 1.1% | -2% | 1% | 0.4% | 3% | 0%
CC(C)N(Cc1nc(-c2ccccc2)no1)C(=O)C(C)(C)C | 0.5% | 4% | 2% | -3.0% | 4% | -6% | 0.4% | 5% | 2%
COc1cccc(-c2noc(CCC(=O)NCC3CCCO3)n2)c1 (stereo not drawn) | -0.2% | 6% | -8% | -9.5% | -3% | 1% | -0.2% | 5% | -11%
C/C(=N/NC(=O)C1CCCCC1)c1ccc([N+](=O)[O-])cc1 | 1.5% | 5% | -7% | -3.5% | -6% | -3% | -1.3% | 11% | 0%
O=C(Cc1ccccc1)NCC(=O)N1CCc2ccccc2C1 | 2.6% | 8% | -4% | x | 7% | -3% | 0.9% | 3% | 9%
O=C(CN1C(=O)S/C(=C\c2ccccc2F)C1=O)NC1CCS(=O)(=O)C1 (stereo not drawn) | 6.4% | 7% | 4% | x | -4% | 5% | 0.9% | 11% | -8%
O=S(=O)(CC(O)COc1ccc(Br)cc1)c1ccccc1 (stereo not drawn) | 4.1% | 3% | -7% | x | 7% | -15% | -0.7% | 10% | -3%
O=S(=O)(Nc1ccccn1)c1ccc(C(F)(F)F)cc1Cl | 1.3% | 2% | -6% | x | 2% | -11% | 0.3% | 6% | 6%
CCOC(=O)C1=NN(c2ccc(Cl)cc2)/C(=C/C2=NCCc3cc(OC)c(OC)cc32)S1 | x | 10% | -8% | x | 0% | 1% | -3.6% | 4% | -2%
COc1c(Cl)ccc(Cl)c1C(=O)NC(=O)N1CCOCC1 | 2.4% | 11% | -6% | -6.3% | 1% | -6% | 3.5% | -2% | 11%
O=C(NCCc1ccncc1)Nc1ccccc1Cl | 0.5% | 11% | -3% | -4.4% | 3% | -6% | 0.6% | x | 6%
COC(=O)c1cc(CN2C(=O)c3ccccc3C2=O)c(O)c([N+](=O)[O-])c1 | -1.0% | x | -4% | x | -4% | 4% | -1.0% | 1% | 32%
COc1ccc(CNC(=O)C(C)NS(=O)(=O)c2ccc(C)cc2)cc1 (stereo not drawn) | 1.1% | 3% | -4% | -1.8% | 4% | -5% | -1.5% | 3% | -5%
COc1cc(C=Nc2ccccc2C(=O)Nc2ccccc2)cc(OC)c1OC | 1.5% | 5% | -7% | -6.2% | -4% | 1% | 1.7% | 8% | 36%
O=C(Nc1ccccc1C(=O)O)/C(=C/c1ccc(Cl)cc1Cl)NC(=O)c1ccco1 | 1.0% | 2% | -1% | x | -7% | 2% | 20% | 0% | 13%
CC1Sc2ccc(C(=O)N3CCCC(C(F)(F)F)C3)cc2NC1=O (stereo not drawn) | 1.0% | -1% | x | x | x | -3% | x | 6% | x
O=C(NC(=S)Nc1ccc(Cc2ccncc2)cc1)c1ccc(F)cc1 | 18% | 8% | 4% | -4.8% | 4% | -5% | 0.3% | 9% | 3%
CC(=O)NS(=O)(=O)c1ccc(NC(=O)c2ccc(Cl)cc2[N+](=O)[O-])cc1 | 2.2% | 3% | -5% | -3.7% | 2% | 2% | 1.2% | 8% | 1%
C=CC1=C2C=C(C3CC3)N(CC3CC3)C=C2C(=O)C(C)(OC(=O)c2ccco2)C1=O (stereo not drawn) | -1.2% | 12% | x | x | x | 20% | x | 16% | x
CCc1ccccc1N1CC23C=CC(O2)C(C(=O)OC)C3C1=O (stereo not drawn) | 0.4% | 1% | -11% | -5.9% | 0% | -4% | -1.7% | 4% | 0%
Cc1nn2c(-c3ccc(Cl)cc3)nnc2s1 | 0.7% | 10% | -10% | -0.7% | -1% | 11% | 0.9% | 9% | -10% | NS5 inhibitors pilot replicate=1.8
CCOc1ccc2nc(N3CCCN(C(=O)Nc4ccccc4C)CC3)c(C#N)cc2c1 | u | 1% | 0% | -0.7% | -2% | 39µM* | 4.2% | 12% | 9% | NS5 inhibitors pilot replicate=16*
Cc1c(O)nc(SCC(=O)Nc2cccc(C(F)(F)F)c2)n(-c2ccccc2)c1=O | 0.5% | 7% | -4% | x | 4% | 1% | 2.5% | 6% | 3%
O=S(=O)(Nc1ncccn1)c1ccc(NC(=S)NCc2ccco2)cc1 | -1.6% | 4% | -9% | -9.2% | -7% | -5% | 4.2% | 24% | -3%
NN1C(=O)/C(=C\c2ccco2)SC1=S | x | x | -2% | x | 11% | x | 31% | 45% | 0%
CCOc1ccc2nc(N3CCCC(C(=O)NCCCN4CCOCC4)C3)sc2c1 (stereo not drawn) | 0.1% | 10% | -9% | -1.8% | 2% | 1% | -0.2% | 15% | 1%
C=CCn1c2ccccc2c2nnc(SCCCn3c(=O)[nH]c4ccccc43)nc21 | x | 7% | 8% | -12% | -5% | -7% | -1.3% | -7% | 19%
CC(C)Oc1ccc(CSC(=N)N)cc1 | 0.5% | -6% | -8% | -2.6% | 2% | 10% | -2.5% | 18% | 2%
O=C1CN=C(Nc2cccc(C(F)(F)F)c2)N1C1CCCC1 | 2.5% | 3% | 1% | -6.2% | 7% | -6% | -0.8% | 3% | -4%
CCC1S/C(=N/N=C/c2ccco2)N(Cc2ccc(F)cc2)C1=O (stereo not drawn) | 2.3% | x | 6% | x | 4% | x | -0.3% | 11% | 10%
Cc1noc(C)c1C(=O)NCc1ccco1 | 1.6% | 10% | 2% | -5.9% | 4% | -2% | 2.4% | 5% | -4%

3 records picked at random from the list so far:
SMILES | RSV CPE inhibition | MgcRacGAP inhibition | LYP phosphatase | XIAP displacement | Siah-1 displacement | NS5 inhibitors | HIV fusion peptide | SV40 large T antigen | AID2073 | others
CC(C)N(Cc1nc(-c2ccccc2)no1)C(=O)C(C)(C)C | 0.5% | 4% | 2% | -3.0% | 4% | -6% | 0.4% | 5% | 2%
O=S(=O)(Nc1ccccn1)c1ccc(C(F)(F)F)cc1Cl | 1.3% | 2% | -6% | x | 2% | -11% | 0.3% | 6% | 6%
O=S(=O)(Nc1ncccn1)c1ccc(NC(=S)NCc2ccco2)cc1 | -1.6% | 4% | -9% | -9.2% | -7% | -5% | 4.2% | 24% | -3%

Other structures follow:
SMILES | RSV CPE inhibition | MgcRacGAP inhibition | LYP phosphatase | XIAP displacement | Siah-1 displacement | NS5 inhibitors | HIV fusion peptide | SV40 large T antigen | AID2073 | others
Cc1cccc(OCC(O)Cn2c(NCc3cccnc3)nc3c2c(=O)[nH]c(=O)n3C)c1 (stereo not drawn) | 1.8% | 3% | -6% | -3.5% | -1% | -10% | 2.1% | 4% | 6%
Cc1cc(C)n(CCCN2CCC(C(=O)Nc3cccc(-c4cccc(F)c4)c3)CC2)n1 | u | 11% | -7% | x | 1% | 1% | -1.2% | 11% | -5%
COc1ccc(CN(C)CC(=O)Nc2cccc(S(N)(=O)=O)c2)c(OC)c1OC | -1.2% | 25% | -7% | -8.5% | 4% | 3% | -1.9% | 7% | -5%
CCc1cc(=O)oc2cc(O[C@@H]3O[C@H](CO)[C@@H](O)[C@H](O)[C@H]3O)c(Cl)cc12 | 0.9% | 4% | -8% | x | 5% | -2% | -0.1% | 6% | 9%
O=C(Nc1nccs1)c1ccc(NC(=O)C2CC=CCC2C(=O)O)cc1 (stereo not drawn) | 0.5% | 3% | -9% | -0.4% | -6% | -5% | 4.8% | 1% | -3%
CCC(Oc1ccccc1)C(=O)Nc1ncc([N+](=O)[O-])s1 (stereo not drawn) | -1.3% | -2% | -5% | -3.0% | 12% | 5% | 1.9% | x | 2%
O=C(C1CCN(c2nc(-c3ccccc3)nc3c2CCC3)CC1)N1CCC(O)CC1 | 4.6% | 6% | 2% | x | 2% | -4% | 0.1% | 2% | -3%
CCOC(=O)N1CCC(C(=O)Nc2ccc(OCC)cc2)CC1 | 4.0% | 7% | -8% | -4.7% | 0% | -1% | 0.8% | 6% | 7%
CCOc1ccc(C=O)cc1CN1CCCCC1 | 3.9% | 4% | -4% | -7.1% | 2% | 2% | 3.4% | 12% | 20%
O=C(c1ccccc1)N1N=C(c2ccccc2)CC1(O)C(F)(F)F (stereo not drawn) | 1.1% | -2% | -1% | x | 0% | -8% | -1.9% | 6% | 7%
Cc1oc(-c2cccc(Br)c2)[n+]([O-])c1C | 0.2% | -5% | -4% | -2.2% | 0% | 2% | -0.3% | 6% | -13%
CCOC(=O)c1ccc(NC(=S)Nc2cccc(C)n2)cc1 | 2.5% | 11% | -6% | -0.8% | 2% | 4% | -2.3% | 10% | 27%
CCOc1ccc(NC(=O)C2CCN(S(=O)(=O)CC)CC2)cc1 | -1.2% | 8% | -9% | x | -4% | 3% | 1.1% | 0% | -2%
Cc1ccc(C2C3=C(CC(C)(C)CC3=O)Nc3onc(C)c32)cc1 (stereo not drawn) | 0.6% | -3% | 3% | -20% | -5% | -9% | -3.5% | 13% | 18%
NS(=O)(=O)c1ccc(CNC(=O)CNC(=O)c2ccc(F)cc2)cc1 | -2.1% | 9% | -8% | x | -4% | -3% | -1.9% | 2% | 12%
Cc1ccc(NS(=O)(=O)c2ccc(Br)s2)cc1S(=O)(=O)N1CCOCC1 | -1.4% | 10% | 10% | -2.7% | -1% | -3% | 2.5% | 4% | -6%
Oc1ccc(-c2csc(Nc3ccccn3)n2)c(O)c1 | 11% | 59µM* | -4% | x | -4% | 28% | -1.3% | 29% | -7%
COc1ccc(Oc2c(Cl)cnn(-c3ccccc3)c2=O)cc1 | 0.5% | 4% | -5% | -4.3% | -1% | -4% | 2.8% | 7% | 16%
CC(NC(=O)c1ccco1)c1ccc2c(c1)OCCO2 (stereo not drawn) | 0.5% | 2% | -5% | -2.9% | 2% | -5% | 0.3% | 6% | -4%
CCCN1CCN(C(=S)Nc2ccc(SC(F)F)cc2)CC1 | -0.6% | -11% | -4% | -5.9% | 0% | -2% | 22% | 5% | -24%
Cc1nn(-c2ccccc2)c2sc(C(=O)OCn3nnc4ccccc4c3=O)cc12 | 3.1% | 5% | -3% | -6.6% | 7% | 1% | -1.4% | 6% | 5%
